LANA DNA inh: blocks KSHV LANA C-terminal domain binding to DNA; 340,000 tested, 0.078% active; inhibition, % at 9 µM; MBP-C-LANA/FAM-LBS DNA binding, fluorescence polarization;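 active = highest replicate inhibition at or above 60% at 9 µM, even if other replicates fall short; inactive = all replicates below 60% inhibition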;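 also: 0% = neutral control wells and 100% = 4 µM acridine orange control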
RTF Ca sens inh: cardiac RTF calcium desensitization | P19429+P45379 | inhibition, % at 7.15 µM | 340,000 tested, 0.12% active | IANBD-labeled cardiac RTF, Ca2+ fluorescence;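 active = inhibition above the mean inhibition of all tested compounds plus 3 SD, cut at about 17% in these data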;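 also: assay run at fixed EC70 calcium of 1.6 mM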
DAGLB inhibitor: diacylglycerol lipase beta (human) inhibition. HEK293T DAGLB membrane lysate, EnzChek fluorogenic substrate. inhibition, % at 5.17 µM. Q8NCG7. AID 504411. 340,000 tested, 0.059% active; in the data active = inhibition above about 34%;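 also: 0% = enzyme with vehicle and 100% = wells lacking enzyme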
Target sequence (Q8NCG7 whole entry, looked up): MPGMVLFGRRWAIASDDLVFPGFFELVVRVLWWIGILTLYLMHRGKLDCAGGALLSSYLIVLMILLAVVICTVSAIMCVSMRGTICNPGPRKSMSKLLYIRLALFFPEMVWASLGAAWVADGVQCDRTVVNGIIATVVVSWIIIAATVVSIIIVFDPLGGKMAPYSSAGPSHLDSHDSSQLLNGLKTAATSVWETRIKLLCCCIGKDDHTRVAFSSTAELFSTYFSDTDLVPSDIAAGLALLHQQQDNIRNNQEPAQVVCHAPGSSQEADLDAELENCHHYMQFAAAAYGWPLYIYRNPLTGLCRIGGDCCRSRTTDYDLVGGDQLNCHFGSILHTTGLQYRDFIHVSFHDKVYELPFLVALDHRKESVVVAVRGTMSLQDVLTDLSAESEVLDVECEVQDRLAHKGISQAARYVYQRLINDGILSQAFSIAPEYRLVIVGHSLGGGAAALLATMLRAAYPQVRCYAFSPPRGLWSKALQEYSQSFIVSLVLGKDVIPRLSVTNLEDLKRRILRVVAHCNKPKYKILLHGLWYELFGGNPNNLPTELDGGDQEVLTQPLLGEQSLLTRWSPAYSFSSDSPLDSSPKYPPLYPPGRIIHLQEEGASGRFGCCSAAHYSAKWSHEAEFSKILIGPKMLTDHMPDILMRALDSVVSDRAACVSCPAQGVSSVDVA
SR-BI uptake up: activators of SR-BI mediated HDL lipid uptake. 320,000 tested, 0.096% active. CHO ldlA[mSR-BI] cells, DiI-HDL uptake fluorescence, 3 h; 100 = double the neutral-control signal. activation, % at 12.5 µM;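 active = mean replicate activation of at least 60% and every replicate at or above 60%; inconclusive = mean or all-replicate condition met, but not both; inactive = mean below 60% and not all replicates reaching 60%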;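 also: 0% = median plate neutral-control signal and 100% = twice that signal; values of inactives mirror those of a sister screen read the other way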
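Test system: SR-BI-overexpressing, LDLR-lacking CHO cells. Measured by: DiI fluorescence, bottom read. Medium: Ham's F12 with 0.5% BSA, HEPES 25 mM, pH 7.4. Timing: 3 h uptake period with compound, 37 °C.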
PKA-R2B activ: activates the human PKA-R2B holoenzyme complex; AID 504700; PKA-R2B holoenzyme dissociation, Cy5-IP20 fluorescence polarization; R2B truncated from residue 108, S112A mutant; 0% DMSO only, 100% 113 µM cGMP; 340,000 tested, 0.079% active; activation, % at 11.4 µM;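 active = activation above a cutoff set at the mean over all compounds plus 3 SD, cut at about 18% in these data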;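 also: higher means more holoenzyme dissociation and a rise in polarization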
Target sequence (P31323 whole entry, looked up, other chains not shown, the tested form may be a part): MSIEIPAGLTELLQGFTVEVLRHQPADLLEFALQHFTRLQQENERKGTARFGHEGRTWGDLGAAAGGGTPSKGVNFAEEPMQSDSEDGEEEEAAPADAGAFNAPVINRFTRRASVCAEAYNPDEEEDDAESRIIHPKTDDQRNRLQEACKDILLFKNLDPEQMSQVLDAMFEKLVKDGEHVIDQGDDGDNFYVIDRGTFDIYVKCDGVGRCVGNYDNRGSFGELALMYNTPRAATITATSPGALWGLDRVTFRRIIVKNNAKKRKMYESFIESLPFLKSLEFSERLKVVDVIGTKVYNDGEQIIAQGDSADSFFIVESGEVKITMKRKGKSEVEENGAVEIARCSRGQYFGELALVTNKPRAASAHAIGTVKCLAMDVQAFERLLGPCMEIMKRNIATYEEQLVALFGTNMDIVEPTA
CAL PDZ FP-1: blocks peptide binding to human CAL PDZ domain; Q9HD26; purified CAL PDZ, TMR-peptide fluorescence polarization, 1 h; inhibition, % at 20 µM; 330,000 tested, 0.02% active; AID 504414;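 active = highest replicate inhibition of at least 40%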;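 also: plate controls were DMSO neutral control wells for no effect and unlabeled competitor peptide control wells for full effect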
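Test system: purified CerCALP PDZ construct; Compound dosing: one concentration, 20 µM compound; Also added: TMR-labelled reporter peptide T*-PRC34 bound in PDZ groove; Read-out: inhibition from polarization loss; Controls: unlabelled peptide and DMSO controls; Signal: FP readout, S and P plane fluorescence; Incubation: 1 h at RT.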
CAL PDZ FP-2: CAL PDZ (human) peptide binding inhibition; Q9HD26; purified CAL PDZ, TMR-peptide fluorescence polarization, 1 h; inhibition, % at 24.9 µM; 300,000 tested, 0.92% active; AID 602252;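 active = mean inhibition of at least 30% with at least half of replicates also reaching 30%; inconclusive = no clear call, values can overlap the other calls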;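 also: 0% = DMSO neutral control and 100% = excess unlabeled competitor peptide PRC23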
Rtt109 HAT inh: blocks Candida albicans Rtt109/Vps75 acetyltransferase activity | 330,000 tested, 0.16% active | purified Rtt109/Vps75, ThioGlo CoA-SH fluorescence, 4 h | Q5AAJ8 | inhibition, % at 34.9 µM | AID 540336;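 active = inhibition of at least 50% in every replicate; inconclusive = best replicate reaches 50% inhibition but some replicates fall short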
RTF Ca sens act: increases calcium sensitivity of human cardiac regulated thin filaments. IANBD-labeled TnC RTF fluorescence at EC20 calcium; 0% EC20 calcium, 100% full calcium. activation, % at 7.2 µM. 340,000 tested, 0.24% active. AID 493008;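 active = activation above the mean over all tested compounds plus 3 SD, cut at about 30% in these data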;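 also: rise in fluorescence read as greater calcium sensitivity of cardiac thin filaments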
Keap1-Nrf2 PPI: disrupts human Keap1 binding to Nrf2 peptide; 340,000 tested, 0.15% active; AID 504523; Keap1 Kelch-Nrf2 peptide fluorescence polarization, 1536-well; inhibition, % at 9.4 µM; in the data active = inhibition above about 12%; inconclusive = no clear call, values can overlap the other calls; inactive = below about 7.3%;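 also: human Keap1 Kelch domain with fluorescein labeled Nrf2 9mer peptide probe; 0% = neutral control wells and 100% = peptide positive control; higher means more block of Keap1 binding to Nrf2 peptide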
Numbers without * were called inactive; ? = inconclusive; / = no result given.

SMILES	LANA DNA inh	RTF Ca sens inh	DAGLB inhibitor	SR-BI uptake up	PKA-R2B activ	CAL PDZ FP-1	CAL PDZ FP-2	Rtt109 HAT inh	RTF Ca sens act	Keap1-Nrf2 PPI
CSc1nc(N2CCN(c3ccccc3Cl)CC2)c2ccccc2n1	0.0	4	-9	-45	7	-1.0	-7	-3	3	-2
CC(=S)c1c(C)cc2cc(C)ccn12	0.4	-3	4	-7	-9	-1.9	0	0	-1	3
C=CCn1c(=O)c(C(=O)NC2CC2)c(O)c2cc(OC)c(OC)cc21	0.2	-14	-2	-26	16	-1.2	-4	6	6	0
O=C(Cn1ccc(NC(=O)OCc2ccccc2)nc1=O)NCc1ccc2c(c1)OCO2	-0.1	-4	-1	13	5	0.1	0	-4	-4	1
O=C1Nc2cc(C(=O)NCCN3CCCCCC3)ccc2S/C1=C\c1ccccc1	0.1	-5	3	-15	-3	-14	-7	-13	1	-3
O=C(NC1CCCN(Cc2ccccc2F)C1)c1cccs1 (centres undefined)	-1.8	-8	0	7	2	-2.4	-6	-8	-4	3
COc1ccc(CCNCc2cc(C)n(-c3ccc(OC)cc3)c2C)cc1	-0.8	-8	-2	3	2	-0.6	-5	-3	-1	-9
O=C(NCC1CCCO1)NC1CCCCC1 (centres undefined)	-0.1	-1	1	12	-17	0.0	-6	-4	0	4
O=C(c1ccc(CS(=O)Cc2ccccc2Cl)o1)N1CCN(C2CCCCC2)CC1 (centres undefined)	0.7	-6	-1	4	-1	-0.5	1	1	5	1
CCOC(=O)CSC1=C(C#N)C(c2ccco2)C(C(=O)Nc2cccc(C(F)(F)F)c2)=C(C)N1 (centres undefined)	1.1	5	-3	-32	-4	-1.2	/	0	3	-11
Cc1cc(NC(=O)COC(=O)CNS(=O)(=O)c2c(F)cc(F)cc2Br)no1	-0.5	-2	0	8	3	-0.4	/	-14	-2	-1
NC(=O)c1ccc(NC(=O)COC(=O)C2(c3ccccc3F)CCCC2)cc1	-2.1	-4	-1	-3	-3	-0.5	1	1	-4	3
CCN1CCN(c2c(Cl)cccc2NC(=O)c2ccc(Br)o2)CC1	-0.2	0	0	-34	1	-3.4	-1	0	5	0
CCCCNS(=O)(=O)NC(=O)C1=C(N2CCCC2)COC1=O	-5.9	1	-2	7	-6	-1.1	-3	-2	-3	5
O=C(CSc1nnc(-c2ccncc2)n1C1CCCCC1)Nc1cccc(O)c1	-0.9	-4	-1	-16	2	-1.6	-5	-1	-5	-2
O=C(CSc1ccsc1[N+](=O)[O-])N1CCN(c2ccccn2)CC1	-0.2	-2	-1	3	8	-1.1	-7	9	-2	-2
O=C(N/N=C/C(Cl)=C/c1ccccc1)c1ccccn1	1.5	6	0	-13	1	-4.0	-1	6	-1	0
CCOC(=O)C1(CC2CC2)CCN(C(=O)c2cc(C3CC3)nc3ccccc23)CC1	-3.5	-4	-8	-36	6	0.0	11	0	5	0
O=C(CCCc1ccccc1)NCc1ccccn1	0.1	-11	-1	14	5	-2.2	-2	-2	-2	-2
CC(NC(=O)COC(=O)CCc1ccccc1)c1ccccc1 (centres undefined)	0.6	-24	-4	25	-16	-0.3	-3	0	-1	0
O=C(CSc1cn[nH]n1)Nc1nc2ccccc2s1	1.7	-4	-1	/	5	-2.6	-3	8	-5	3
Cc1ccc(CCNC(=O)CS(=O)Cc2nc(-c3ccccc3Cl)oc2C)cc1 (centres undefined)	-0.2	2	-4	14	1	-1.7	-3	20	-1	-2
O=C(NC(Cc1c[nH]c2ccccc12)C(=O)O)c1ccc(F)cc1 (centres undefined)	-0.8	-9	1	-2	9	-1.1	-8	-6	7	-5
CN(C)NC1CC(=O)N(c2ccccc2)C1=O (centres undefined)	-0.5	3	-1	1	2	0.2	-2	9	1	5
O=C(NCc1cccs1)C(=O)c1cn(CC(=O)N2CCCC2)c2ccccc12	3.2	-2	-1	-22	-3	-0.5	-1	17	1	4

Grouped by structure, the compounds so far with an aryl thioether with sulfur outside any ring
SMILES	LANA DNA inh	RTF Ca sens inh	DAGLB inhibitor	SR-BI uptake up	PKA-R2B activ	CAL PDZ FP-1	CAL PDZ FP-2	Rtt109 HAT inh	RTF Ca sens act	Keap1-Nrf2 PPI
CSc1nc(N2CCN(c3ccccc3Cl)CC2)c2ccccc2n1	0.0	4	-9	-45	7	-1.0	-7	-3	3	-2
O=C(CSc1nnc(-c2ccncc2)n1C1CCCCC1)Nc1cccc(O)c1	-0.9	-4	-1	-16	2	-1.6	-5	-1	-5	-2
O=C(CSc1ccsc1[N+](=O)[O-])N1CCN(c2ccccn2)CC1	-0.2	-2	-1	3	8	-1.1	-7	9	-2	-2
O=C(CSc1cn[nH]n1)Nc1nc2ccccc2s1	1.7	-4	-1	/	5	-2.6	-3	8	-5	3

Returning to the listing, starting 4 compounds before the break.
SMILES	LANA DNA inh	RTF Ca sens inh	DAGLB inhibitor	SR-BI uptake up	PKA-R2B activ	CAL PDZ FP-1	CAL PDZ FP-2	Rtt109 HAT inh	RTF Ca sens act	Keap1-Nrf2 PPI
Cc1ccc(CCNC(=O)CS(=O)Cc2nc(-c3ccccc3Cl)oc2C)cc1 (centres undefined)	-0.2	2	-4	14	1	-1.7	-3	20	-1	-2
O=C(NC(Cc1c[nH]c2ccccc12)C(=O)O)c1ccc(F)cc1 (centres undefined)	-0.8	-9	1	-2	9	-1.1	-8	-6	7	-5
CN(C)NC1CC(=O)N(c2ccccc2)C1=O (centres undefined)	-0.5	3	-1	1	2	0.2	-2	9	1	5
O=C(NCc1cccs1)C(=O)c1cn(CC(=O)N2CCCC2)c2ccccc12	3.2	-2	-1	-22	-3	-0.5	-1	17	1	4
CC1CC(C)CN(C(=O)C(C)N2CCN(S(=O)(=O)c3ccc(Br)s3)CC2)C1 (centres undefined)	0.1	-14	-3	5	3	-0.9	/	-4	7	6
O=C(NN1C(=O)NC2(CCCCC2)C1=O)c1ccc(-c2ccccc2Cl)o1	-1.1	-12	4	-10	2	-6.4	4	0	2	-1
O=C1C2CCCN2C(=O)N1CCN1CCN(CCO)CC1 (centres undefined)	3.6	-1	1	41	-8	-0.2	1	-11	-3	2
C/C(=N\NC(=O)CCCNc1ccc(C)cc1)c1ccccn1	-0.1	1	1	45	-1	0.5	-18	9	5	1
Cc1cccc(NC(=O)c2ccc(S(=O)(=O)N3CC(C)OC(C)C3)cc2)n1 (centres undefined)	0.5	-6	-1	-21	-7	-3.0	-3	-6	3	-2
N#Cc1ccc(C(c2nnnn2Cc2ccccc2)N2CCCC2)cc1 (centres undefined)	1.9	-20	0	-27	-7	0.4	1	4	-3	2
Nc1nc(CCl)nc(Nc2ccc3ccccc3c2)n1	0.5	0	1	-10	9	-1.8	-7	10	-2	-2
O=C(CSc1nnc(-c2ccncc2)s1)Nc1ccc(Cl)c(C(=O)O)c1	3.6	0	0	/	11	-2.3	-4	-4	-8	4
COc1cccc(OCC(=O)Nc2ccccc2-c2ccccc2)c1	1.9	/	/	-53	/	-0.6	2	1	/	-3
COc1ccc(C(C)C)cc1S(=O)(=O)Nc1ncn[nH]1	0.2	-12	-1	/	-1	-0.6	2	-2	2	-7
CC(c1nnc(SCC(=O)Nc2cc([N+](=O)[O-])ccc2F)n1Cc1ccccc1)N(C)C (centres undefined)	0.1	-2	0	/	-1	0.0	0	7	-1	0
O=C(CCCOc1ccccc1)N1CCN(c2ccc(F)cc2)CC1	0.0	-2	-3	/	-6	-0.5	-1	1	-3	0
COc1ccc(-n2c(Cc3cc(=O)[nH]c(=O)[nH]3)nnc2SCc2ccccc2)cc1	1.4	0	-1	14	-4	-0.8	-3	13	0	-1
CC1CC(NC(=O)N(C)C)N(C)C(=O)N1 (centres undefined)	0.3	9	0	3	-10	0.0	1	9	2	4
O=C(CNC(=O)c1ccccc1Br)N/N=C/c1cccnc1	0.1	-7	0	-8	-1	-2.0	-1	-2	2	3
COc1cccc(N2CC(C(=O)Nc3nnc(SCC(=O)Nc4cc(C)on4)s3)CC2=O)c1 (centres undefined)	0.8	-9	0	-8	9	-2.5	-2	1	3	-4
O=C(Nc1nnc(SCc2ccc(Cl)cc2Cl)s1)C1COc2ccccc2O1 (centres undefined)	-1.3	7	0	42	10	/	-6	-4	3	3
CN(Cc1cccnc1)C(=O)c1ccc2nc(Cc3ccccc3F)oc2c1	-0.5	-7	-2	-4	-4	-2.0	-4	-5	-1	-3
C=CCOc1cccc(C(=O)N2CCCC(CCC(=O)NCc3ccccc3F)C2)c1 (centres undefined)	-0.1	-5	-1	-38	-6	-0.4	74*	2	4	-5
O=C(O)CCn1nc(-c2ccc(F)cc2)cc(Cc2ccccc2)c1=O	0.1	-7	0	17	8	-1.1	-3	12	2	0
O=C(CSc1nnc(-c2ccncc2)n1CC1CCCO1)Nc1ccccc1Cl (centres undefined)	-0.2	5	-1	-5	7	0.2	-3	0	-1	3
O=[N+]([O-])c1ccccc1Oc1ccc(Cl)c2cccnc12	-1.4	-5	-1	-10	5	-0.1	3	-5	3	-3
CC(C)[C@H](NC(=O)c1ccco1)C(=O)OCC(=O)c1ccc(Br)s1	2.6	-6	1	0	-5	0.1	-4	5	-5	-1
COc1ccc(CNC(=O)C2(c3ccc(Cl)cc3)CC2)cc1	0.1	-33	-5	18	-5	-1.5	-1	56*	-6	-3
Cc1cc(C)cc(OCC(=O)NCc2cc(C)nc3ccccc23)c1	-1.3	5	-2	24	-4	-0.7	2	?	-7	0
CCCC(NC(=O)C(C)Sc1nnnn1C1CC1)c1ccccc1 (centres undefined)	-0.6	2	-4	-6	-13	0.3	/	-5	1	-1
O=[N+]([O-])c1ccc(-c2cn(-c3ccccc3F)c(=S)[nH]2)cc1	1.9	-23	4	4	4	0.6	-1	2	-4	-1
O=C(NC(=S)NC(=O)c1ccccc1F)c1ccccc1F	1.5	0	1	6	8	-0.5	/	5	0	0

Structures listed so far marked active in Rtt109 HAT inh:
Compound,LANA DNA inh,DAGLB inhibitor,SR-BI uptake up,PKA-R2B activ,CAL PDZ FP-1,CAL PDZ FP-2,Rtt109 HAT inh,RTF Ca sens act,Keap1-Nrf2 PPI
COc1ccc(CNC(=O)C2(c3ccc(Cl)cc3)CC2)cc1,0.1,-5,18,-5,-1.5,-1,56*,-6,-3

High-throughput results as filed in PubChem BioAssay.
